Compound activity: PubChem, several laboratories
ER stress rescue = rescue of cells from ER stress-induced death, primary screen, 384-well, CSM14.1, thapsigargin, ATP luminescence (AID 1222); CSM14.1 thapsigargin-induced death rescue, ATP luminescence; higher % means a stronger effect; one-dose cellular ATP content (survival), % at 20 µM; EC50 in µM for titrated hits; 190,000 tested, under 10 active;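 active = EC50 below 50 µM in the dose-response confirmation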;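 note: death triggered by thapsigargin at about 15 µM added after 2 h compound pretreatment; cell ATP read after overnight thapsigargin exposure of roughly 18 to 22 hours; normalized against plate controls of thapsigargin alone and 5% DMSO vehicle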
SIAH1 antagonists = Siah-1 peptide-binding antagonists, primary screen, biochemical, fluorescence polarization, rhodamine-plectin, uHTS (AID 1817). E3 ubiquitin-protein ligase SIAH1 (Homo sapiens). hit rate 0.02% among 290,000. Siah-1 / rhodamine-plectin peptide fluorescence polarization; higher % means a stronger effect. displacement, % at 20 µM; hits with a dose series show IC50 in µM;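 active = displacement of at least 50% at 20 µM, with a fluorescence ratio check between 0.3 and a set limit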;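 note: plate controls were Siah plus tracer with DMSO for no effect and tracer alone without Siah for full effect; strong numbers were not always called active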
XIAP displacement = XIAP antagonists, biochemical, IAP family, fluorescence polarization (AID 1018). E3 ubiquitin-protein ligase XIAP (Homo sapiens). hit rate 0.007% among 200,000. displacement, % at 20 µM; hits with a dose series show IC50 in µM. XIAP BIR domain, fluorescence polarization peptide displacement; higher % means a stronger effect; in the data active = displacement above about 50%; note: a part of the inactive calls stands beside numbers as strong as those of hits
West Nile virus CPE = West Nile virus antiviral activity, cell-based, CPE readout (AID 1621). West Nile virus-infected cells, CPE inhibition; higher % means a stronger effect. hit rate 0.02% among 290,000. CPE inhibition, % at 10 µM, or IC50 in µM where a hit was titrated; in the data active = a potency from the dose series; inconclusive = CPE inhibition mostly from about 3.7% at the one dose, without a potency; inactive = the rest, 99 in 100 with CPE inhibition below about 2.2%; note: strong numbers were not always called active
Yfh1-off respiration = enhancers of respiration in Yfh1-depleted yeast, dose response, Friedreich's ataxia, plus single-dose screen (AID 1465); S. cerevisiae Yfh1-off respiration, WST-1 reduction, 72 h; higher fold induction means a stronger effect; one-dose fold induction at 50 µM; EC50 in µM for titrated hits; hit rate 0.074% among 220,000;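 active = fold induction of absorbance versus untreated yeast above a set limit, then at least 30% activation at any dose in follow-up; inconclusive = repeats straddling the limit, or above it without dose testing; inactive = fold induction below the set limit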;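 note: activators that raise dye reduction in frataxin-depleted yeast; strong numbers were not always called active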
P. falciparum M17LAP = P. falciparum M17LAP inhibitors, primary screen, biochemical, fluorogenic H-Leu-NHMec substrate, 1536-well (AID 1619); recombinant M17LAP, H-Leu-NHMec fluorogenic kinetic assay; higher % means a stronger effect; inhibition, % at 30 µM; hits with a dose series show IC50 in µM; hit rate 0.38% among 220,000;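 active = compound inhibiting the enzyme by more than half at any dose during confirmatory dose-response retesting; inconclusive = strong single-dose inhibitors picked by rank but not retested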;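 note: plate controls were full reaction with DMSO carrier for no effect and no enzyme background for full effect; strong numbers were not always called active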
M1AAP inhibition = P. falciparum M1AAP inhibitors, biochemical, fluorogenic H-Leu-NHMec substrate, 1536-well (AID 1445). Aminopeptidase N (Plasmodium falciparum (isolate 3D7)). recombinant M1AAP, H-Leu-NHMec fluorogenic kinetic assay; higher % means a stronger effect. one-dose inhibition, % at 30 µM; IC50 in µM for titrated hits. hit rate 0.42% among 220,000;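 active = primary inhibition above the hit cutoff, then over 50% inhibition at one or more dose response concentrations, cut at about 23% in these data, passing the limit was not always enough; inconclusive = conflicting primary data, or primary hits not chosen for dose response; inactive = low primary inhibition, or under 50% at every dose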;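 note: plate controls were DMSO full reaction for no effect and no enzyme background for full effect; strong numbers were not always called active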
Salmonella PhoP GFP = inhibitors of PhoP regulon expression, primary screen, Salmonella Typhimurium, GFP reporter (AID 1863); S. Typhimurium PhoP-regulated promoter GFP reporter, 4 h; higher % means a stronger effect; inhibition, % at 50 µM, or IC50 in µM where a hit was titrated; hit rate 0.16% among 300,000;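 active = inhibition over 29.93%, a cutoff 3 SD above the screen mean, later confirmed by dose response; inconclusive = inhibition over 29.93% but no dose response follow-up; inactive = inhibition at most 29.93% or unconfirmed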;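 note: 0% = low Mg2+ inducing control and 100% = high Mg2+ repressing control; strong numbers were not always called active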
human PMI inhibitors = human PMI inhibitors, high substrate, primary screen, biochemical, fluorescence intensity, high mannose 6-phosphate (AID 1220) | recombinant PMI enzyme, coupled fluorescence intensity; higher % means a stronger effect | Mannose-6-phosphate isomerase (Homo sapiens) | hit rate 0.66% among 190,000 | one-dose inhibition, % at 20 µM; IC50 in µM for titrated hits; in the data active = inhibition above about 50%
Numbers without * were called inactive; i = inactive; u = inconclusive; x = no result given; & = joins results of further samples.

structure | SIAH1 antagonists | M1AAP inhibition | human PMI inhibitors | Salmonella PhoP GFP | ER stress rescue | XIAP displacement | Yfh1-off respiration | West Nile virus CPE | P. falciparum M17LAP
Cc1cccc(N2CCN(C3=NC(=O)C(=C4CCCCC4)S3)CC2)c1 | 2% | 3% | 0% | -7% | -1.7% | 2.1% | i | -0.8% | 14%
COCCNc1nc2sc3c(c2c(=O)n1Cc1ccco1)CCCCC3 | 5% | -4% | -34% | 6% | 1.1% | -6.0% | i | -0.9% | -3%
COc1cccc(C(=O)NC2=NCCS2)c1OC | -3% | 4% | 0% | 6% | x | -4.8% | i | -0.2% | 12%
CCCCCn1c(SCC2CCCO2)nc2cc(C(=O)N3CCC(C(N)=O)CC3)ccc2c1=O (stereo unspecified) | 5% | 9% | 9% | 8% | 0.2% | -4.3% | i | 1.6% | 1%
COc1cc2c(cc1NC(=O)c1ccc(C(C)(C)C)cc1)CCCC2 | -1% | -1% | 7% | 6% | -2.5% | -12% | x | x | 3%
Cc1cccc(-n2ncc3c(N(C)Cc4ccccc4)ncnc32)c1 | -1% | 9% | x | -3% | x | x | i | 0.0% | -1%
COc1cccc2cc(C(=O)N3CCc4ccccc43)c(=O)oc12 | i | 1% | 9% | -14% | -2.2% | -3.7% | i | 0.0% | 17%
CC1C=CCC2C(=O)N(c3ccc(OC(=O)c4cccs4)cc3)C(=O)C12 (stereo unspecified) | -4% | 8% | 6% | 3% | 0.0% | -16% | i | 0.2% | 3%
COC(=O)CCC(=O)OC1(C)C(=O)C2=COC(c3ccc(OC)cc3)=CC2=C(Br)C1=O (stereo unspecified) | 8% | 22% | x | -12% | x | x | i | 0.2% | 26%
CCN(C(=O)Cn1cc(C(F)(F)F)ccc1=O)c1c(N)n(Cc2ccccc2)c(=O)[nH]c1=O | -1% | 1% | 3% | -6% | -3.0% | -10% | i | 0.5% | 13%
Cc1ccc(C)c(Cn2cnc3c(nnn3-c3ccc(F)cc3)c2=O)c1 | 0% | 3% | 4% | 1% | -1.0% | -6.0% | i | 0.3% | -7%
CCc1nnc(NC(=O)/C=C/c2ccc(C)o2)s1 | 10% | -11% | -6% | -3% | -0.5% | -11% | i | 0.2% | -1%
CC1CCN(C(=O)CNS(=O)(=O)c2ccc(Br)s2)CC1 | -4% | 4% | -7% | -3% | 6.1% | -3.0% | i | -0.7% | -7%
CCOC(=O)C1CCCN(S(=O)(=O)Cc2ccccc2)C1 (stereo unspecified) | 30% | 2% | 3% | 0% | 0.7% | -3.9% | i | 0.7% | -3%
CN(CC(=O)Nc1ccc([N+](=O)[O-])cc1Br)Cc1c(F)cccc1Cl | 2% | 2% | x | -9% | x | x | i | -0.7% | -1%
Cc1cccc(NC(=S)NC2CCCCC2)n1 | 8% | 6% | 8% | -9% | 3.6% | 1.1% | i | -1.5% | 6%
S=C(NCCCn1ccnc1)NC1CCCCC1 | 18% | 7% | -8% | -7% | 2.2% | -3.3% | i | 0.0% | 5%
O=C(Nc1cccc([N+](=O)[O-])c1)c1ccc(-c2ccccc2)cc1 | 8% | 3% | -4% | -1% | -2.7% | 0.4% | i | 0.0% | 4%
COc1ccc(Oc2ccc(/C=C/C(=O)c3cccc(OC)c3)cc2[N+](=O)[O-])cc1 | -8% | 4% | 10% | 0% | 21% | -4.0% | i | -1.9% | 1%
COc1cc(/C=C/C(=O)OC2CC3CCC2(C)C3(C)C)ccc1O (stereo unspecified) | 1% | 4% | x | -3% | x | x | i | u | -1%
CC(Cc1ccccc1)(NC(=O)CN)c1ccccc1 (stereo unspecified) | 2% | 9% | 0% | -2%&-2% | 1.3% | -5.8% | i | 1.1% | -3%
CC(C)[C@H](NC(=O)c1ccccc1F)C(=O)Nc1nc2c(s1)CCCC2 | 5% | 2% | -3% | -6% | -1.8% | -4.3% | i | -1.2% | -5%
COC(=O)c1cccc(NC(=O)CSc2nnnn2C)c1 | -1% | 3% | 14% | -6% | 0.1% | -5.4% | x | 0.0% | 12%
COc1ccc(Cl)cc1N1Cc2ccccc2C1 | 2% | 8% | -46% | 2% | -2.7% | -22% | u | -0.1% | 8%
COc1cc(/C=N/O)cc(Br)c1OCc1ccc(Cl)cc1 | -2% | -3% | 17% | -3% | -1.0% | -6.7% | i | 1.8% | 6%
CCOCC(=O)Nc1ccc(S(=O)(=O)N2CCOCC2)cc1 | 4% | -5% | 18% | 0% | -2.6% | -4.5% | i | 1.0% | -17%
Cc1c(OCC(=O)OC(C)(C)C)ccc2c3c(c(=O)oc12)CCC3 | 6% | -2% | 11% | 7% | 1.9% | -2.4% | i | -0.4% | 1%
Oc1c(Br)cc(Br)cc1C=Nc1ccc2c(c1)OCO2 | 27% | -5% | 49% | 7% | 1.1% | 2.6% | i | -0.5% | -19%
COc1ccc(NC(=S)Nc2cc(C(F)(F)F)ccc2F)cc1 | 4% | 10% | 1% | -10% | 0.3% | -3.1% | i | 0.2% | 2%
CCOC(=O)C1=C(CSc2nc(C)ccc2C#N)OC(N)=C(C#N)C1c1cccc(OC)c1OC (stereo unspecified) | -3% | -5% | 38% | -6% | -2.7% | -10% | i | 0.2% | 2%
O=C1c2ccccc2OC2(C=Cc3ccccc3O2)N1Cc1ccccc1 (stereo unspecified) | 0% | 2% | 8% | -3% | 1.8% | 5.2% | x | x | 11%
CN1CCN(Cc2c(O)ccc3cc(Br)ccc23)CC1 | 2% | 10% | 65%* | 5% | -1.6% | -8.3% | i | 0.4% | 4%
NC(=O)c1cc(C(=O)c2cccc(Cl)c2Cl)c[nH]1 | 5% | 5% | 0% | 11% | 0.4% | 0.0% | i | 0.6% | 4%
COc1ccc2ccc(=O)oc2c1CC(O)C(C)(C)O (stereo unspecified) | 2% | 12% | x | 2% | x | x | i | 0.3% | -7%
O=C(CCS(=O)(=O)c1cccc2nsnc12)NCc1ccccc1 | 2% | 8% | -5% | -1% | -1.2% | -9.5% | i | 0.1% | 8%
COC(=O)c1cc(C(=O)Cc2ccccc2)c[nH]1 | 34% | -1% | 11% | -1% | x | -6.6% | i | 0.2% | 2%
CSC1=N/C(=C\c2ccccc2)C(=O)N1C | 4% | 6% | 1% | 14% | 0.9% | -4.2% | i | 0.1% | 4%
O=C(C1CCN(C2CCN(CC3CC=CCC3)CC2)CC1)N1CCOCC1 (stereo unspecified) | 11% | -1% | 7% | 0% | -0.6% | -4.2% | i | 0.4% | -9%
CCCCC(=O)Nc1nn(C)c2nc3c(C)cccc3cc12 | 1% | 5% | 6% | 2% | -0.6% | -7.4% | i | 0.2% | -11%
CCN1CCCC1CNCc1ccc(OCc2ccc(Cl)nc2)c(OC)c1 (stereo unspecified) | -5% | -3% | x | 2% | x | x | i | 0.6% | -11%
CCOc1cc(NS(=O)(=O)c2ccccc2)c(OCC)cc1NC(=O)c1ccco1 | 4% | 14% | 22% | 3% | -1.5% | -6.6% | i | 0.2% | 26%
Clc1ccc2nc(CSc3ncn[nH]3)cn2c1 | -1% | 2% | 8% | -3% | -2.0% | -1.4% | i | 0.2% | 11%
O=C(Cc1ccc(Cl)cc1)Nc1cccc(S(=O)(=O)Nc2ccccc2F)c1 | 3% | 5% | 10% | -14% | 1.7% | -3.6% | i | -1.8% | -1%
O=C(COc1cccc2ccccc12)NNC(=O)c1cccs1 | 6% | 1% | -1% | -4% | 1.3% | 1.1% | x | x | 18%
CCC1CCCCN1C(=O)CCCOc1ccccc1 (stereo unspecified) | 0% | -4% | -2% | 9% | -0.2% | -4.4% | i | -0.2% | 2%
Cc1sc(NC(=O)c2ccco2)nc1-c1ccc2c(c1)CC(C)N2C(=O)C1CC1 (stereo unspecified) | 3% | 15% | -8% | 7% | 4.8% | -4.5% | i | 1.1% | 13%
CC(C)(C)NC(=O)C(=O)NCCC1=CCCCC1 | 1% | 6% | -4% | -11% | -7.6% | 0.8% | i | 0.4% | 6%
CC1=CC(C)(C)N=C(Nc2ccc(C)cc2)S1 | 0% | 3% | 8% | -5% | -0.5% | 3.1% | i | -0.5% | 4%
CC(=O)Nc1nc(=S)ss1 | 0% | 4% | 8% | -6% | x | -2.8% | i | 0.2% | -8%
O=C1C(C=NCCCN2CCCC2=O)=C(O)c2ccccc21 | -4% | 13% | -8% | 2% | -1.0% | -3.3% | i | -0.2% | 16%
O=C(CCc1ccc(S(=O)(=O)N2CCOCC2)cc1)N1CCc2ccccc2C1 | 3% | -4% | -3% | -1% | -0.2% | -3.4% | i | -0.2% | 1%
O=C(c1nnc(-c2ccccc2)o1)C1CC1 | 13% | 2% | -3% | -6% | -1.6% | -3.6% | i | 0.0% | 0%
CCOc1cc(CNCc2ccncc2)cc(Br)c1OCc1ccccc1F | 0% | 8% | -11% | -9% | -0.7% | 0.0% | i | -0.4% | 4%
C=CCNC(=O)COC(=O)c1ccc(C)c(NC(=O)c2ccco2)c1 | -1% | 10% | 1% | -10% | -1.0% | 2.1% | i | 0.3% | -2%
CN1CCc2c(n(CC(O)CN3C(=O)c4ccccc4S3(=O)=O)c3ccccc23)C1=O (stereo unspecified) | 18% | -3% | 5% | 4% | 0.1% | -2.3% | i | 1.0% | -32%
CS(=O)(=O)N1CCC(C(=O)O)CC1 | -5% | -7% | 6% | -3% | -0.9% | -2.5% | i | 0.1% | -7%
COc1ccc(S(=O)(=O)n2nc(OC(C)=O)cc2N(C(C)=O)C(C)=O)cc1 | 8% | 7% | 2% | -11% | -1.3% | -2.7% | i | 0.3% | 0%
O=C(CSCc1ccc(Br)cc1)NC1CC1 | -3% | 7% | 2% | -2% | -1.2% | -3.1% | i | -0.1% | 6%
Nc1cc(-c2ccc(OC(F)(F)F)cc2)nn1-c1ccc(Cl)c(Cl)c1 | -1% | 5% | x | 3% | x | x | i | -0.1% | -7%
CC1(c2ccc(Cl)cc2)NC(=O)N(CC(=O)N2CCCC2)C1=O (stereo unspecified) | 0% | 12% | -11% | 5% | 0.5% | -6.3% | i | 0.2% | 10%
CCCC(=O)OC/C(O)=C(\C#N)c1nc2ccccc2[nH]1 | -11% | -7% | 19% | -9% | 11% | -6.9% | i | -1.6% | 8%
O=C(NCCc1ccccc1)c1ccc2c(c1)N(Cc1ccccc1)C(=O)CS2=O (stereo unspecified) | 1% | -4% | 21% | 6% | x | -2.1% | i | -0.2% | -2%
CCOC(=O)N1CCN(C(=O)c2cc3c(s2)-c2ccc(Cl)cc2S(=O)(=O)C3)CC1 | 4% | -1% | -7% | 1% | -0.6% | -6.8% | i | -0.5% | -4%

Hits appear at their usual frequency, and some 1.6% of all compounds hit somewhere here.
